Screens deposited in PubChem BioAssay by The Scripps Research Institute Molecular Screening Center.
ULK1 primary = ULK1 kinase inhibitors, primary screen, biochemical, AlphaScreen; Serine/threonine-protein kinase ULK1 (Homo sapiens), O75385; AlphaScreen Atg13 phosphorylation by ULK1, luminescence; inhibition, % at 5.96 µM; actives 1.9% (n = 30,000); AID 1259251, 2017; in the data active = inhibition above about 43%;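 also: 0% = median of compound wells and 100% = no enzyme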
Target sequence (O75385 whole entry, looked up): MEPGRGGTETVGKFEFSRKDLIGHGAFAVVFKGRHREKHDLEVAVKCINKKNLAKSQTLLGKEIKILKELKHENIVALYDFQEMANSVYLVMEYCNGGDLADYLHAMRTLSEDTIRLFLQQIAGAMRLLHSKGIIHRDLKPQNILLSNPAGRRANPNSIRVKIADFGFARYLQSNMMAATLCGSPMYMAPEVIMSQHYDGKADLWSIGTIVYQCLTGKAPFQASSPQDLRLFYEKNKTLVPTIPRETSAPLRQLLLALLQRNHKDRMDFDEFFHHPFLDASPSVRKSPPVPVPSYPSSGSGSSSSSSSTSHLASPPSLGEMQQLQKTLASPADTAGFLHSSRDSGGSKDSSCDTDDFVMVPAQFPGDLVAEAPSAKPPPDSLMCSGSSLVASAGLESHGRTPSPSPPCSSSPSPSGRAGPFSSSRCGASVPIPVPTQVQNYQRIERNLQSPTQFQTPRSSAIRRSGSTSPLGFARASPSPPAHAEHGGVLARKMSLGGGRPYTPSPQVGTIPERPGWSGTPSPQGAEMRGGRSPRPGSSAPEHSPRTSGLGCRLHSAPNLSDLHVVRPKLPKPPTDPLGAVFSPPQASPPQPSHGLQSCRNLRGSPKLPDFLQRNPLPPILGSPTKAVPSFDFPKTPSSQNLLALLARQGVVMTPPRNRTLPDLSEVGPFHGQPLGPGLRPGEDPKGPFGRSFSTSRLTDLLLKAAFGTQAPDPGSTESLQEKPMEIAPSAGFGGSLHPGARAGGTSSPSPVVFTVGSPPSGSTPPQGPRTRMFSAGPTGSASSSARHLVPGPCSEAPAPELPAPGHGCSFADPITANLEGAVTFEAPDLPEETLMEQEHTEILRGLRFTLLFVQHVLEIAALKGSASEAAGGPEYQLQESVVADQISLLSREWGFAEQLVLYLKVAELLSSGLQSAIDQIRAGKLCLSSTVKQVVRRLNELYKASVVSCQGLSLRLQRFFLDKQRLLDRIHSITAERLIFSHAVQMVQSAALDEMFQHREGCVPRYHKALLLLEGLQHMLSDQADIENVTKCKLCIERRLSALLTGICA
ASK1 inh = ASK1 kinase inhibitors, primary screen, biochemical, AlphaScreen; Mitogen-activated protein kinase kinase kinase 5 (Homo sapiens), Q99683; AlphaScreen MKK6 phosphorylation by ASK1, luminescence; inhibition, % at 7.44 µM; actives 0.99% (n = 22,000); AID 1159602, 2016; in the data active = inhibition above about 35%;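 also: 0% = median of compound wells and 100% = no enzyme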
* marks the source's active call; other numbers are inactive results; x = no result given; & = joins results of further samples.

no.	molecule	ULK1 primary	ASK1 inh
1	CC(C)NC(=O)c1cccc(Nc2nccc(-c3ccc4nc(C5CC5)nc(N5CCCC5)c4c3)n2)c1	-34	16
2	Nc1nc(NCCOc2ccccc2)cc(-c2cccs2)n1	-32	12
3	CCNC(=O)CC1SC(=NC)N(C)C1=O (centres undefined)	3	x
4	OCCNc1nc(NC2CCN(Cc3ccccc3)CC2)nc2nc[nH]c12	6	10
5	Cn1c(Nc2ncc(C(=O)NCCc3ccc(O)cc3)s2)nc2ccccc21	7	2
6	Cc1nc(NCCCO)cc(-c2ccccc2F)n1	0	x
7	O=C1CCCN1CCCNc1cc(NC2CC2)ncn1	-11	1
8	COc1ccc(CCNc2nc(N3CCOCC3)nc3c2ncn3CCN2CCCC2=O)cc1	9	-4
9	COc1ccc(Nc2cc(C)nc(N3CCN(S(=O)(=O)c4ccccc4)CC3)n2)cc1	-25	x
10	CC(=O)Nc1ccc2cnn(-c3cccc(C(=O)NCCN4CCOCC4)c3)c2c1	-3	-10
11	CCN(CC)c1nc(N)nc(N2CCc3ccccc3C2)n1	-7	-2
12	O=C(Nc1cccc(NC(=O)c2ccccc2Br)c1)c1ccco1	-5	x
13	c1nc(NCCN2CCOCC2)c2[nH]c(-c3ccc(N4CCOCC4)nc3)nc2n1	5	-19
14	Cn1c(=O)[nH]c(=O)c2c1nc(N1CCCCC1)n2CC(O)CN1CCCCC1 (centres undefined)	9	x
15	O=C1CCCN1CCn1cnc2c(NCCO)nc(-c3ccc(N4CCOCC4)nc3)nc21	6	-4
16	COc1cccc(C2CN(Cc3ccccc3)CC2C(=O)Nc2ccc3[nH]ncc3c2)c1 (centres undefined)	-34	12
17	c1ccc2[nH]c(CNc3nc(-c4csc5ccccc45)nc4nc[nH]c34)nc2c1	-2	1
18	O=C(NCCN1CCOCC1)c1cccc(NCCCN2CCCC2=O)c1	-2	-11
19	O=C(NC1CCN(Cc2ccccc2)CC1)c1cccc(-c2ccc3[nH]ccc3c2)n1	21	4
20	Cc1cccc(C(=O)N2CCN(c3nc(C)cc(N4CCN(C)CC4)n3)CC2)c1	-2	x
21	CC(=O)c1ccc(C(C)C)cc1	-7	x
22	CCC(C)[C@H](NC(=O)c1ncccc1Oc1nc(OC)cc(OC)n1)C(=O)OC (some centres undefined)	10	x
23	NS(=O)(=O)c1ccc(-c2cc(-c3ccccc3)c(=O)[nH]n2)cc1	-2	-21
24	CCN(CC)c1nc(Nc2ccccc2)nc(NC2CCN(Cc3ccccc3)CC2)n1	-5&-10	-4&0
25	CCC(=O)/C=C/n1c(=S)oc2ccccc21	48*	x
26	CCN(CC)CCCC(C)Nc1cc(/C=C/c2ccccc2Cl)nc2cc(Cl)ccc12 (centres undefined)	-12&-15	x
27	Cc1nn(C)c(C)c1-c1ccc(C(=O)NCCc2ccc(O)cc2)s1	-27	14
28	CC(=O)Nc1ccc(S(=O)(=O)NC(CC(C)C)C(=O)O)cc1 (centres undefined)	4	x
29	Cn1nccc1Nc1nc(NC2CC2)c2ncn(Cc3ccc(C(F)(F)F)cc3)c2n1	-6	10
30	O=C(NCCc1ccc(O)cc1)c1cnc(-c2ccc(N3CCOCC3)nc2)s1	-11	-24
31	CC(C)n1cnc2c(NCCO)nc(-c3ccc(N4CCN(C)CC4)cc3)nc21	5	-12
32	O=C1CCCN1CCCNc1nc(NCc2ccccc2)c2ncn(CCN3CCCC3=O)c2n1	0	-9
33	O=C1CCCN1CCCNc1nc(N2CCOCC2)nc2c1ncn2C1CCCCC1	-1	5
34	CC(C)n1cnc2c(NCc3cccnc3)nc(Cl)nc21	16	-4
35	c1ccc(Nc2nc(Nc3ccccc3)c3ncn(-c4ccccc4)c3n2)cc1	6	21
36	O=C(CNS(=O)(=O)c1ccc(Cl)cc1)OCC(=O)c1ccccc1	15	x
37	O=C1CCCN1CCCNc1nc(N2CCC(N3CCOCC3)CC2)nc2c1ncn2-c1ccccc1	10	10
38	CC(C)(C)OC(=O)N1CCC(NC(=O)c2cccc(-n3cc(NC(=O)Nc4ccccc4Cl)cn3)c2)CC1	0	-11
39	CCCNc1nc(N(CC)CC)nc(N2CCOCC2)n1	5	4
40	COc1cc2nc(N3CCC(N4CCOCC4)CC3)nc(Nc3ccccc3)c2cc1OC	-8	5
41	O=C(NC1CC1)c1ccnc(-c2csc3ccccc23)c1	-4	2
42	Cc1ccn(-c2ccnc(Nc3ccc(-n4cncn4)cc3)n2)n1	1	9
43	CC(C)N(CCNc1nc(N2CCC(N3CCOCC3)CC2)nc2c1ncn2-c1ccccc1)C(C)C	-1	2
44	COc1cc2nc(NCc3ccc4c(c3)OCO4)nc(NCCO)c2cc1OC	-14	-1
45	OCCNc1nc(Nc2ccc(-n3ccnc3)cc2)nc2c1ncn2-c1ccsc1	-9	1
46	COc1ccc(-c2nc(NC3CC3)c3ncn(-c4ccccc4)c3n2)cn1	-14	-5
47	CC(C)N(CCNc1nc(Nc2cnccn2)nc2c1ncn2Cc1ccc(C(F)(F)F)cc1)C(C)C	0	-13
48	O=C(NCCN1CCOCC1)C1CCN(c2ccc(Nc3nccc4ccccc34)nn2)CC1	11	9
49	c1ccc(Nc2cc(-c3cccnc3)nc(-c3ccncc3)n2)cc1	-16	x
50	COc1ccc2c(c1)CC(C(=O)Nc1ccc(-c3cn[nH]c3)cc1O[C@@H]1CCN(C)C1)CC2 (some centres undefined)	-4	8
51	CCN(CC)c1nc(Nc2ccc(N3CCOCC3)cc2)nc(Nc2nccc3ccccc23)n1	2	23
52	Nc1ccc(S(=O)(=O)c2ccc(N)cc2)cc1	5	x
53	O=C(NCc1cccnc1)c1ccc2nc(-c3ccc(N4CCOCC4)nc3)sc2c1	-4	11
54	O=C(Nc1ccc2[nH]ncc2c1)c1ccnc(OC2CCN(Cc3ccccc3)CC2)c1	-8	3
55	N#Cc1ccc(Nc2ncc(Cl)c(Nc3ccccc3C(N)=O)n2)cc1	46*	-8
56	NC(Cc1ccc(-c2ccncc2)cc1)c1nc2ccc(-c3ccncc3)cc2[nH]1 (centres undefined)	10	2
57	Cc1nn(C)c(C)c1-c1cc(C(=O)NCc2nc3ccccc3[nH]2)ccn1	0	6
58	CCN(CC)c1nc(Nc2ccc(NC(C)=O)cc2)nc(Nc2ccc3ncccc3c2)n1	-18	27
59	CCCNc1nc(N2CCN(Cc3ccc4c(c3)OCO4)CC2)nc2c1ncn2Cc1ccc(C(F)(F)F)cc1	-11	26
60	COc1ccc(CCNc2nc(NCc3cccnc3)nc3c2ncn3-c2ccsc2)cc1	-12	5

(more compounds)
no.	molecule	ULK1 primary	ASK1 inh
61	CCCNc1nc(Nc2cccc(N(C)C)c2)nc2c1ncn2Cc1ccc(C(F)(F)F)cc1	15	18
62	NC(=O)c1ncccc1Nc1ccnc(Nc2ccc(N3CCOCC3)cc2)c1	18	-2
63	COc1ccc(CCNc2nc(-c3csc4ccccc34)nc3nc[nH]c23)cc1	-7	3
64	CN1CCc2nc(NC(=O)c3ccc(Cl)cc3Cl)sc2C1	-7	x
65	CNC(=O)c1cccc(-n2cc(NC(=O)Nc3cccc(C)c3)cn2)c1	-7	-21
66	O=C(NCc1cccnc1)c1ccc2nc(Nc3ccc(C(F)(F)F)cc3)sc2c1	-3	-12
67	Cc1cc(NCc2cccc(C(F)(F)F)c2)nc(Nc2cccc(N(C)C)c2)n1	-6	40*
68	CN1CCN(C(=O)c2ccc(-c3ncc(C(=O)NC4CC4)s3)cc2)CC1	-2	7
69	O=C1CCCN1CCCNc1nc(NCCCN2CCCC2=O)c2ncn(-c3ccccc3)c2n1	-5	-20
70	Cc1cc(C)c(S(=O)(=O)Nc2ccc(-c3cn4ccc(C)nc4n3)cc2)c(C)c1	10	x
71	O=C1CCCN1CCn1cnc2c(Nc3ccc(N4CCOCC4)cc3)nc(NCc3cccnc3)nc21	8	-13
72	CCNc1nc2ccc(C(=O)NCc3nc4ccccc4[nH]3)cc2s1	2	-3
73	Cc1cncc2cccc(NC3CCCN(C(=O)Cc4ccc(Br)cc4)C3)c12 (centres undefined)	10	3
74	COc1ccc(CCNc2cc(-c3c(C)nn(C)c3C)nc(N)n2)cc1	6	-5
75	Cc1cc(NCCOc2ccccc2)nc(NCc2cccnc2)n1	-5	5
76	Cc1cnc(NC2CCN(Cc3ccccc3)CC2)nc1NCCN(C(C)C)C(C)C	-8	-8
77	O=C(c1ccccc1)C(F)C(=O)c1ccccc1	2	x
78	c1cnc(Nc2nc(NC3CC3)c3ncn(-c4ccsc4)c3n2)nc1	4	-4
79	Cc1noc(C)c1-c1cncc(C(=O)Nc2ccccc2)c1	-1	1
80	CNC(=O)c1ccccc1Nc1cc(NC(=O)Cc2ccc([N+](=O)[O-])cc2)ncc1C(F)(F)F	41	-7
81	O=C(NCc1cccc(C(F)(F)F)c1)c1ccnc(N2CCOCC2)c1	0	-16
82	Cc1cc(Nc2ccccc2)nc(-c2c(C)nn(C)c2C)n1	-5	0
83	O=C(Nc1ccc(-c2cn[nH]c2)cc1)C1COc2ccccc2O1 (centres undefined)	-2	12
84	COc1cc(NC(=O)c2csc(Nc3ccnn3C)n2)cc(OC)c1OC	-27	-6
85	CC(C)N(CCNc1cc(-c2ccc(C(=O)NC3CC3)cc2)ncn1)C(C)C	-32	2
86	COc1ccc(-c2nc3ncnc(Nc4ccc(Oc5ccccc5)cc4)c3[nH]2)cn1	-11	0
87	CC(C)n1cnc2c(NCCc3ccc(O)cc3)nc(Nc3cnccn3)nc21	15	12
88	CC(C)N(CCNc1nc(Cl)nc2c1ncn2C1CCCCC1)C(C)C	-20	-7
89	CCCNc1ncnc2c1nc(-c1cccc(N)c1)n2C(C)C	-1	-13
90	Cc1nn(C)c(C)c1-c1ncc(C(=O)NCCO)s1	0	-2

3 compounds out of the list above, arranged by the number in ULK1 primary, ascending.
| item | SMILES | ULK1 primary | ASK1 inh |
| --- | --- | --- | --- |
| 82 | Cc1cc(Nc2ccccc2)nc(-c2c(C)nn(C)c2C)n1 | -5 | 0 |
| 71 | O=C1CCCN1CCn1cnc2c(Nc3ccc(N4CCOCC4)cc3)nc(NCc3cccnc3)nc21 | 8 | -13 |
| 61 | CCCNc1nc(Nc2cccc(N(C)C)c2)nc2c1ncn2Cc1ccc(C(F)(F)F)cc1 | 15 | 18 |

Full records, quoted from the list. Order of screens: ULK1 primary | ASK1 inh
`CNC(=O)c1ccccc1Nc1cc(NC(=O)Cc2ccc([N+](=O)[O-])cc2)ncc1C(F)(F)F` across the screens: 41 | -7
`CC(C)N(CCNc1nc(Cl)nc2c1ncn2C1CCCCC1)C(C)C` across the screens: -20 | -7

More entries follow:
no.	molecule	ULK1 primary	ASK1 inh
91	CC(C)n1cnc2c(N)nc(-c3ccc(C(=O)N4CCN(C)CC4)cc3)nc21	0	-4
92	COc1ccc(-c2ncc(C)c(Nc3ccc(Oc4ccccc4)cc3)n2)cc1	-20	1
93	O=C1CCCN1CCn1cnc2c(Nc3ccccc3)nc(Nc3ccccn3)nc21	21	27
94	CCNc1ncc(C(=O)NC2CC2)s1	-2	2
95	c1ccc(N2CCN(c3nccc(NCCN4CCOCC4)n3)CC2)nc1	3	-21
96	Cc1nnc(NC(=O)c2ccccc2C)s1	1	x
97	Nc1nc(Nc2ccncc2)cc(Nc2ccc(Oc3ccccc3)cc2)n1	3	22
98	COCCNC(=O)c1ccc(-n2ncc3cc(Nc4ccccc4Cl)ccc32)nc1	-31	-16
99	COc1cc(Nc2nc(NCCN(C(C)C)C(C)C)c3[nH]cnc3n2)cc(OC)c1OC	10	5
100	COc1cc(C(=O)NCc2ccc(OCCN(C)C)cc2)cc(OC)c1OC	-1	x
101	O=C(NCCOc1ccccc1)c1cccc(-c2cccs2)n1	-10	-29
102	Cc1cccc(NC(=O)Nc2cnn(-c3cccc(C(=O)Nc4ccncn4)c3)c2)c1	14	4
103	Cc1cc(O)c(C(C)C)cc1Cl	-6	x
104	Cc1ccccc1C(=O)N1c2ccc(S(C)(=O)=O)cc2NC(=O)C1C (centres undefined)	-2	x
105	O=C(COc1cccc2ccc(N3CCOCC3)nc12)Nc1cccc(Cl)c1	-22	x
106	C[C@@H](N)c1ccc(C(=O)Nc2ccncc2)cc1	38	-12
107	c1ccc(OCCNc2ncnc3nc(Nc4cnccn4)[nH]c23)cc1	9	2
108	Cc1cnc(-c2ccc(N3CCN(C)CC3)cc2)nc1NCCO	12	5
109	CCCNc1nc(N2CCOCC2)ncc1C	-4	0
110	CC(C)N(CCNC(=O)c1ccc2nc(-c3ccc(N4CCOCC4)nc3)sc2c1)C(C)C	4	-4
111	c1cn(-c2ccc(Nc3nc(Nc4ccc5c(c4)OCO5)c4[nH]cnc4n3)cc2)cn1	-239	-4
112	CCCNc1nc(Nc2cccc(N(C)C)c2)nc(N(CC)CC)n1	2	11
113	FC(F)(F)c1cccc(CNc2cc(Nc3ccncn3)ncn2)c1	4	-7
114	CN(C)c1cccc(Nc2nc(Nc3ccccc3)c3ncn(-c4ccsc4)c3n2)c1	-11	19
115	NC(=O)c1ccc(-c2nc(NCCc3ccc(O)cc3)c3ncn(C4CCCCC4)c3n2)cc1	-44	-12
116	NS(=O)(=O)c1cc2c(cc1C(F)(F)F)NCNS2(=O)=O	-4	x
117	Oc1ccc(CCNc2cc(Nc3ncccn3)ncn2)cc1	-22	-20
118	COc1cc(Nc2nc(NCCCN3CCCC3=O)c3ncn(C4CCCCC4)c3n2)cc(OC)c1OC	-2	2
119	Cc1nn(C)c(C)c1-c1nc(NCCOc2ccccc2)c2ncn(CCN3CCCC3=O)c2n1	0	3
120	CC(C)n1cnc2c(NCCN3CCOCC3)nc(-c3ccc(C(N)=O)cc3)nc21	11	2
121	O=C1CCCN1CCCNc1nc(Nc2ccncn2)nc2c1ncn2CCN1CCCC1=O	12	-14

Records above shown as hits in ULK1 primary:
no.	molecule	ULK1 primary	ASK1 inh
25	CCC(=O)/C=C/n1c(=S)oc2ccccc21	48*	x
55	N#Cc1ccc(Nc2ncc(Cl)c(Nc3ccccc3C(N)=O)n2)cc1	46*	-8
